ARNT-TACC3 inh: disruptors of human ARNT/TACC3 interaction; AlphaScreen His-ARNT PAS-B/GST-TACC3 binding, luminescence; TACC3 fragment carries E629A point mutation; inhibition, % at 9.99 µM; 390,000 tested, 0.66% active;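 active = mean inhibition of replicates at least 50% and at least half of replicates each reaching 50%; inconclusive = half or more replicates reach 50% but mean below 50%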;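 also: 0% = complete ARNT plus TACC3 wells and 100% = ARNT alone without TACC3; many hits fall short of the cut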
SIRT5 inh: sirtuin-5 (human) deacylase inhibition; inhibition, % at 15 µM; Q9NXA8; 330,000 tested, 1.1% active; Purified SirT5, succinyl-peptide AMC, trypsin-coupled fluorescence; AID 652115; in the data active = inhibition above about 15%; inconclusive = no clear call, values can overlap the other calls
Target sequence (Q9NXA8 whole entry, looked up): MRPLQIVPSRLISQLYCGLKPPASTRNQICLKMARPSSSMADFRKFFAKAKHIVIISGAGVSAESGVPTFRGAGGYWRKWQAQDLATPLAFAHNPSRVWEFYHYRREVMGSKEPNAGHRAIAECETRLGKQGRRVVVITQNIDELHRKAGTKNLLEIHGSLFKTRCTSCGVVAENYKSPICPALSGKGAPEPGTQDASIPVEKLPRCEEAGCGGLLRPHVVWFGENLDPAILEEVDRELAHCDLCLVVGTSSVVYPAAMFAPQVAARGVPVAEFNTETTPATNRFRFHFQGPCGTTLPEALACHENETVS
LGR2 inh: Drosophila LGR2 receptor signaling inhibition; HEK293 LGR2, CRE-luciferase, bursicon-stimulated, 4 h; inhibition, % at 9.99 µM; 380,000 tested, 0.35% active;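 active = drop in luminescence signal, shown as inhibition above about 50% in the replicate tests, limit read from the data, passing the limit was not always enough; inconclusive = probably only some replicates passing the limit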;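 also: agonist challenge used bursicon conditioned medium at about half maximal strength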
PAX8 inh HTS: inhibitors of PAX8 transcriptional activity in RMG-I cells; RMG-I TPO-luciferase reporter, SteadyGlo, 24 h; 360,000 tested, 1.2% active; AID 652154; inhibition, % at 12.6 µM;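 active = mean replicate inhibition at least 60% with every replicate also reaching 60%; inconclusive = only one of the two criteria is met; inactive = mean below 60% and not all replicates reaching 60%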;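 also: luciferase light reporting Pax8 driven TPO promoter activity; plate controls were median of neutral control wells for no effect and mitoxantrone controls for full effect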
EWS-Fli inh: EWS/Fli transcriptional activity inhibition; A673 NR0B1-luciferase reporter, viability-normalised; inhibition, % at 12.6 µM; 350,000 tested, 0.67% active; AID 651661;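 active = mean inhibition of at least 50% after viability correction, with every replicate also passing that limit; inconclusive = mean reaches 50% but only one of two replicates passes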;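 also: firefly luciferase signal divided by Alamar Blue viability fluorescence both relative to DMSO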
Casp6 inh: blocks human caspase-6 cleavage activity. P55212. purified caspase-6, Z-VEID-R110 cleavage fluorescence. inhibition, % at 12.5 µM. 350,000 tested, 0.53% active;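 active = mean inhibition across replicates at least about 35%, with every replicate also reaching that limit, limit read from the data; inconclusive = only one of the two criteria met; inactive = neither criterion met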;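 also: 0% = median of neutral control wells and 100% = no fluorescence left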
Target sequence (P55212 24-179 limits assumed): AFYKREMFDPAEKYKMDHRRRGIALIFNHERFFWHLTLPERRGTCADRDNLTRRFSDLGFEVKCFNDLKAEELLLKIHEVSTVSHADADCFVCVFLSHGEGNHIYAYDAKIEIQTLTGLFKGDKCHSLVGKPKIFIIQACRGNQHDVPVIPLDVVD
Target sequence (P55212 194-293 limits assumed): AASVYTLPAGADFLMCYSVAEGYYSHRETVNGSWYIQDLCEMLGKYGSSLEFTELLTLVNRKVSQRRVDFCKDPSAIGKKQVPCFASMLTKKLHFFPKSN
DENV2 CPE: DENV2-induced cell death inhibition | DENV2-infected cells, cytopathic effect rescue, plate reader | CPE inhibition, % at 9.99 µM | 350,000 tested, 1.7% active | AID 651640; in the data active = CPE inhibition above about 20%, passing the limit was not always enough; inconclusive = no clear call, values can overlap the other calls; tested in BHK-21 cells;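 also: 0% = median of neutral control wells and 100% = median of positive control wells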
Active calls of the source: *; ? = inconclusive; nt = no result given; & = joins results of further samples.

SMILES	ARNT-TACC3 inh	SIRT5 inh	LGR2 inh	PAX8 inh HTS	EWS-Fli inh	Casp6 inh	DENV2 CPE
COc1cccc(C(=O)N2CCN(Cc3ccccn3)CC2)c1	5	-3	-2	-5	12	-1	2
C[C@@H](O)c1nc2ccccc2n1N	-21	nt	14	15	nt	nt	nt
O=c1[nH]c2ccccc2nc1-c1ccccc1	-7	-3	-29	-30	-52	-1	10
O=C(OCn1nnc2ccccc2c1=O)c1ccc(F)c(S(=O)(=O)N2CCOCC2)c1	nt	nt	-3	-11	1	-2	11
O=C(c1ccc(Cl)c(S(=O)(=O)N2CCOCC2)c1)N1CCOCC1	-2	-1	-11	-10	0	2	-3
C[C@H]1CN([C@@H](C)CO)C(=O)c2cccc(NC(=O)Nc3ccc4c(c3)OCO4)c2O[C@H]1CN(C)C(=O)Nc1ccc2c(c1)OCO2	13	4	0	-20	-12	2	-5
CN(Cc1ccccc1)C(=O)c1[nH]cnc1C(=O)NCC(=O)OC(C)(C)C	1	-4	-17	-15	-10	-1	-2
O=c1oc2ccccc2c(CNc2ccccc2)c1[N+](=O)[O-]	-17	0	0	-1	8	1	-5
COc1ccc(-c2sc3cc(OC)c(OC)cc3c2C#CCCO)cc1	0	2	0	9	-1	-2	-8
C[C@@H]1CN([C@H](C)CO)C(=O)c2cccc(NS(=O)(=O)c3ccc(Cl)cc3)c2O[C@@H]1CN(C)S(=O)(=O)c1cccs1	-1	3	-16	nt	-2	-1	76*
C[C@H](CO)N1C[C@H](C)[C@@H](CN(C)Cc2ccc(Oc3ccccc3)cc2)Oc2ccc(NC(=O)CCCN(C)C)cc2CC1=O	21	-1	nt	-15	-3	0	-5
Cc1sc2ncnc(Sc3ccccc3C(=O)Nc3ccccc3Cl)c2c1C	-7	-3	-2	17	23	-4	0
COc1ccc2oc(C(=O)OC(C)C(=O)NCc3ccccc3)c(C)c2c1 (stereo not given)	-6	1	15	nt	3	1	13
N#CCCN(C(=O)CSc1nnc(-c2ccncc2)n1C1CC1)c1ccccc1	-2	-1	-7	1	3	-1	?
O=C(Nc1nnc(S(=O)(=O)N2CCCC2)s1)c1ccccc1F	5	3	-17	-46	2	-2	-5
Cc1ccccc1OCC(O)COc1ccccc1C	-4	3	nt	-42	-14	5	-6
CC1=C(C(=O)Nc2ccccc2)C(c2ccco2)C(C#N)=C(SCC(N)=O)N1 (stereo not given)	-2	0	-2	nt	6	9	11
CSc1ccccc1C(=O)NCc1ccc(F)cc1	nt	-1	-1	9	6	-1	2
CCc1noc(C)c1C(=O)OC(C)C(=O)Nc1cc([N+](=O)[O-])ccc1OC (stereo not given)	0	0	9	3	0	-2	3
CC(C)C[C@H](NC(=O)c1nc[nH]c1C(=O)NCCCCCN)C(=O)OCc1ccccc1	1	0	8	-51	11	33	?
Cc1cc(-c2nnc(SCC(=O)Nc3cccc(Cl)c3)n2N)n[nH]1	0	-4	15	15	0	10	-2
O=C1CCC(=O)c2ccc3c4c(ccc1c24)CC3	3	-4	2	-14	-7	92*	8
C=CCNC(=O)[C@@H]1[C@H]2C(=O)O[C@H](c3ccccc3)[C@H](c3ccccc3)N2[C@H](c2ccccc2OCCO)[C@@]12C(=O)N(C(=O)OCCOC)c1ccc(C#CCC(C(=O)OC)C(=O)OC)cc12	21	14	nt	104*	59*	2	?
CN1C(=O)c2cc(NC(=O)c3cccc(F)c3)ccc2OC[C@H]2O[C@@H](CC(=O)N3CCc4ccccc4C3)CC[C@@H]21	18	4	19	49	6	-2	6
COc1cccc(COc2ccc3ccc(=O)oc3c2)c1	-16	-2	-80	-119	-120	2	-1

Remaining list, next part.
SMILES	ARNT-TACC3 inh	SIRT5 inh	LGR2 inh	PAX8 inh HTS	EWS-Fli inh	Casp6 inh	DENV2 CPE
Cc1nn(-c2ccc(Cl)cc2)c(=O)c2c(C)noc12	-3	-2	nt	15	7	-5	-6
CCCc1nc2c(sc3nc4c(cc32)COC(C)(C)C4)c(=O)o1	0	-3	-59	6	3	0	1
CN(CC(=O)Nc1ccc(Cl)cc1)C(=O)CNC(=O)c1ccc2ccccc2c1	-5	-1	-31	-104	nt	0	2
Cc1ccc(S(=O)(=O)N2CCN(c3ccc([N+](=O)[O-])c(Sc4nncn4C)c3)CC2)cc1	0	nt	6	11	nt	nt	nt
CCCN(C(=O)c1cc(Cl)nc2ccccc12)C1CCS(=O)(=O)C1 (stereo not given)	0	8	3	2	3	3	2
CC(C)(C)c1ccc(C(=O)NC(=S)Nc2sc3c(c2C#N)CCC3)cc1	-1	nt	27	-24	nt	nt	nt
CCNC(=O)C[C@H]1CC[C@@H]2[C@@H](COc3ccc(NC(=O)Nc4ccccc4C)cc3C(=O)N2C)O1	-5	-1	3	5	12	-3	3
Cc1ccc(C(=O)OCC(=O)NNC(=O)c2cccs2)c(O)c1	-4	-2	14	-10	-4	3	5
COc1ccc(OC)c(N(CC(=O)Nc2ccccc2)S(=O)(=O)c2ccccc2)c1	9	1	-10	6	12	2	3
Clc1ccc(-c2c[n+](Cc3cccc(Cl)c3)c3n2CCC3)cc1	-5	nt	-5	?	12	-5	-1
O=C(c1ccc(F)cc1)N1CCCCN2[C@H](CO)[C@H](c3ccc(-c4ccccc4)cc3)[C@H]2C1	0	1	4	16	10	4	-8
O=Cc1c(-c2ccccc2)cc2oc3ccccc3cc1-2	23	-3	-85	nt	nt	-2	nt
COc1cc(OC)cc(C(=O)OCC(=O)c2ccc(S(=O)(=O)N3CCCCC3)cc2)c1	-6	-4	15	4	0	-1	-6
CC1CN(C(=O)c2cc3cc([N+](=O)[O-])ccc3oc2=O)CC(C)O1 (stereo not given)	-3	3	7	-4	-10	2	5
C[C@@H]1CCCCO[C@H](CN(C)C)[C@H](C)CN([C@@H](C)CO)C(=O)c2cc(NC(=O)Nc3ccc(C(F)(F)F)cc3)ccc2O1	-1	2&0&-2	4&-7	-12&19&13	-2&-4	-8&-3&-3	-9&-3&2
C[C@H](CO)N1C[C@H](C)[C@H](CN(C)C(=O)Nc2ccccc2)OCCCC[C@H](C)Oc2ccc(NS(=O)(=O)c3ccc(F)cc3)cc2C1=O	2	nt	-2	16	-6	nt	3
CC1(C)CC2CC(C)(CN2Cc2cccc([N+](=O)[O-])c2)C1 (stereo not given)	4	-4	16	-11	0	1	2
O=C(COc1ccccc1Br)Nc1ccc2c(c1)OCCCO2	-3	1	-89	-310	-112	-2	2
CC(=O)N1[C@@H]2c3ccc(-c4cccc(F)c4)c(=O)n3C[C@@H]2[C@@H](CO)[C@@H]1C(=O)NCC1CC1	-4	-24	1	0	-26	1	4
CCOC(=O)C1(Cc2ccc(Cl)cc2)CCN(C(=O)C2CCCO2)CC1 (stereo not given)	8	1	-10	-4	0	-1	0
CCCNC(=O)N[C@H]1C=C[C@H](CC(=O)N2CCN(C)CC2)O[C@H]1CO	0	4	-10	6	-6	1	-10
[O-]/C(=C(\C(=S)Nc1ccccc1F)[n+]1ccccc1)c1ccc(-c2ccccc2)cc1	4	2	-51	-27	0	-2	5
CCN(CC)CCCN(Cc1cc2cc3c(cc2[nH]c1=O)OCO3)C(=S)NCCOC	-23	-5	9	-1	6	14	6
Cn1c(=O)c(=O)n(C)c2cc(S(=O)(=O)N3CCN(c4ccccc4F)CC3)ccc21	-3	nt	-8	8	nt	nt	nt
CN1C(=O)c2cc(NS(=O)(=O)c3ccc(F)cc3)ccc2OC[C@@H]2O[C@H](CC(=O)NCC(F)(F)F)CC[C@H]21	-14	0	7	2	3	0	13

(next part)
SMILES	ARNT-TACC3 inh	SIRT5 inh	LGR2 inh	PAX8 inh HTS	EWS-Fli inh	Casp6 inh	DENV2 CPE
OC(c1cc(Cl)cc(Cl)c1)c1ncc(-c2ccccc2F)[nH]1 (stereo not given)	nt	2	16	7	7	3	4
CCCNC(=O)N1C[C@H](O)COC[C@H]2O[C@H](CC(=O)N[C@@H]3CCN(Cc4ccccc4)C3)CC[C@@H]21	-2	7	-1	-2	4	-1	?
CC=Cc1ccc2n(c1=O)C[C@@H]1[C@@H](CO)[C@H](C(=O)N(C)C)[C@H]2N1CC1CCOCC1 (mixture of isomers)	-5	1	4	nt	3	1	-3
COc1ccc(OC)c2nc(-c3ccc4c(c3)OCO4)ccc12	-14	-2	-70	-138	-49	4	0
Cc1ccccc1CC(=O)Nc1ccc2c(c1)c(=O)n(C)n2-c1cccs1	nt	1	-17	-6	-14	1	5
C[C@@H]1CN([C@H](C)CO)C(=O)c2cc(-c3cccnc3)cnc2O[C@H]1CN(C)C(=O)Nc1ccccc1	-4	-4	18	3	-4	-2	-1
COc1ccc(S(=O)(=O)N(C)C[C@H]2Oc3ccc(NC(=O)NC4CCCCC4)cc3CC(=O)N([C@@H](C)CO)C[C@H]2C)cc1	2	4	-13	nt	-2	0	-1
C[C@H]1CN([C@@H](C)CO)C(=O)c2cc(N(C)C)ccc2O[C@@H]1CN(C)Cc1ccc(Oc2ccccc2)cc1	nt	nt	4	13	10	1	9
O=C1C(Cc2c[nH]c3ccccc23)NC(=S)N1Cc1ccccc1 (stereo not given)	20	9	-1	-2	9	3	4
CCOc1ccc(C(=O)NCC(=O)NCC2CCCCC2)cc1OCC	1	nt	2	-5	5	4	0
C[C@H]1CN([C@@H](C)CO)C(=O)CCCn2cc(nn2)CO[C@@H]1CN(C)Cc1ccc(-c2ccccc2)cc1	-6	-2	-19	nt	0	-2	3
COc1ccc(Cl)cc1N(CC(=O)N/N=C/c1ccc(OCC(N)=O)cc1)S(C)(=O)=O	-3	-2	17	-1	11	49*	7
Cc1ccccc1-n1c(SCC(=O)Nc2ccccc2)nc2nc3c(cc2c1=O)CCCC3	-1	nt	12	23	nt	nt	nt
CC(C)(C)OC(=O)N1CCC(CNC(=O)c2ccc(F)cc2F)CC1	1	nt	8	-21	3	-1	3
COc1ccc(NC(=O)N2CCCC2C(=O)NCCc2ccccc2)cc1 (stereo not given)	6	4	4	-9	-6	3	4
CC(C)(C)OC(=O)N1CCN(C(=O)c2[nH]cnc2C(=O)Nc2ccon2)CC1	-1	2	-2	9	-6	-1	3
O=C(CCC(=O)Nc1ccc(Cl)cc1)N/N=C/c1ccc2c(c1)OCO2	-5	-2	2	9	nt	-1	-9
O=C(O)COc1ccc(/C=C2/SC(=S)N(Cc3ccccc3)C2=O)cc1	11	10	-17	-4	-5	20	-3
CCc1cc(=O)oc2c3c(cc(OCC(=O)NCCC(=O)O)c12)OC(C)(C)CC3	-4	-49	-3	-146	-4	-2	4
Cc1ccc(NS(=O)(=O)c2cc(C(=O)NCc3ccncc3)ccc2C)cc1	-3	-4	13	5	nt	2	9
CCC(=O)N(CCc1ccc(OC)c(OC)c1)Cc1cc2ccc(C)cc2n2nnnc12	10	-1	12	-10	12	nt	nt
O=C(Cc1c(F)cccc1Cl)Nc1nc2ccccc2s1	3	-4	-53	-84	-72	6	2
COc1ccc(NS(=O)(=O)c2cn(C)nc2C)cc1	2	4	21	-2	nt	0	-18
COc1ccc(C#Cc2ccc([C@H]3[C@H]4CN(C(=O)Nc5ccc(F)cc5)CCCCN4[C@H]3CO)cc2)cc1	-1	4	16	19	nt	1	-12
O=C(NCc1cccc(Br)c1)c1cc(-c2ccccc2)nn1CC1CC(c2cccc([N+](=O)[O-])c2)=NO1 (stereo not given)	-8	nt	9	13	6	nt	nt
CCCc1cn(CC[C@@H]2CC[C@H](NC(=O)CCN3CCCCC3)[C@@H](CO)O2)nn1	-17	4	4	-2	-15	1	-3
O=C(OC(C(=O)Nc1ccc(Cl)cc1C(F)(F)F)c1ccccc1)c1c(Cl)cccc1Cl (stereo not given)	-2	-4	7	16	-1	-1	-6
CCOC(=O)C1CCN(C(=O)CSc2nc(N)cc(=O)[nH]2)CC1	8	-1	0	0	-2	1	-3
COC(=O)CCN(C(=O)c1ccc(N2CCCCC2)c([N+](=O)[O-])c1)c1ccccn1	1	10	11	-7	-17	-2	5

Two entries drawn at random from the list so far, as already listed:
SMILES	ARNT-TACC3 inh	SIRT5 inh	LGR2 inh	PAX8 inh HTS	EWS-Fli inh	Casp6 inh	DENV2 CPE
CCCc1cn(CC[C@@H]2CC[C@H](NC(=O)CCN3CCCCC3)[C@@H](CO)O2)nn1	-17	4	4	-2	-15	1	-3
Cc1ccccc1-n1c(SCC(=O)Nc2ccccc2)nc2nc3c(cc2c1=O)CCCC3	-1	nt	12	23	nt	nt	nt

From PubChem BioAssay
